EBNA-1 inhibitor: blocks EBNA-1 binding to DNA | EBNA-1 DNA binding, fluorescence polarization | inhibition, % at 14.8 µM | 300,000 compounds, 0.34% hits | AID 1950; in the data active = inhibition above about 28%
PAFAH2 inh: PAFAH2 (human) inhibition; Q99487; recombinant PAFAH2, FP-rhodamine activity probe, fluorescence polarization; inhibition, % at 3.39 µM; 340,000 compounds, 0.99% hits;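 active = inhibition above the mean over all tested compounds plus 3 SD, cut at about 30% in these data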;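 note: inhibitors block probe labeling of enzyme so polarization drops; 0% = enzyme with DMSO and 100% = wells lacking PAFAH2 protein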
PAFAH1B3 FP inh: blocks human PAF acetylhydrolase 1B catalytic subunit 3; Q15102; recombinant PAFAH1B3, FP-rhodamine probe, fluorescence polarization; inhibition, % at 3.39 µM; 340,000 compounds, 0.28% hits; AID 492972;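 active = inhibition above the screen-wide average of all tested compounds plus 3 SD, cut at about 25% in these data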;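 note: 0% = enzyme with DMSO only and 100% = wells lacking PAFAH1B3 protein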
PREPL inhibitor: human PREPL enzyme inhibition. recombinant PREPL, fluorescence polarization activity-based probe. 320,000 compounds, 0.68% hits. inhibition, % at 5.96 µM. AID 2751; in the data active = inhibition above about 43%;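 note: 0% = enzyme with DMSO and 100% = wells lacking enzyme; many of its hits are not listed in these tables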
PAFAH1B2 inh: inhibitors of human PAFAH1B2; P68402; recombinant PAFAH1B2, FP-rhodamine activity probe, fluorescence polarization; inhibition, % at 3.39 µM; 340,000 compounds, 1.2% hits; AID 492953;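 active = inhibition above the mean of all tested compounds plus 3 SD, cut at about 24% in these data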;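 note: 0% = enzyme with DMSO and 100% = wells lacking PAFAH1B2; many of its hits are not listed in these tables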
Target sequence (P68402 whole entry, looked up): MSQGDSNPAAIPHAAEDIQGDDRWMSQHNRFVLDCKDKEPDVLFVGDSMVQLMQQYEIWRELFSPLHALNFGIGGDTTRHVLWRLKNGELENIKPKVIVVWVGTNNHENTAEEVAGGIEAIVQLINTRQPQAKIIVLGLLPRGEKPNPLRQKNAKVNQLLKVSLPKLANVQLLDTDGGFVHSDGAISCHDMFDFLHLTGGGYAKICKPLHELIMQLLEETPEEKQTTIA
LYPLA2 counter: LYPLA2 (human) inhibition in PME1 counter-screen | O95372 | recombinant LYPLA2, FP-Rh probe fluorescence polarization | inhibition, % at 5.9 µM | 320,000 compounds, 0.38% hits | AID 2177;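 active = inhibition above the screen-wide mean plus 3 SD, limit set per campaign, cut at about 26% in these data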;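 note: 0% = LYPLA2 with DMSO and 100% = wells lacking LYPLA2 enzyme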
Target sequence (O95372 whole entry, looked up): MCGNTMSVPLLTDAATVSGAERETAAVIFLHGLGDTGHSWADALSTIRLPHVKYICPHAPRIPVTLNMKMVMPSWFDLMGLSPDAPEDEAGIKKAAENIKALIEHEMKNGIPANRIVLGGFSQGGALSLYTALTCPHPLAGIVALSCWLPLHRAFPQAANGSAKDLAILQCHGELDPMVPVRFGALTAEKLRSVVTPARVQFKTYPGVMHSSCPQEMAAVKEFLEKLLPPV
ZTA counter: blocks Epstein-Barr virus ZTA, an EBNA-1 counter-screen | P03206 | ZTA-DNA binding, fluorescence polarization | inhibition, % at 11 µM | 320,000 compounds, 0.15% hits | AID 2234; in the data active = inhibition above about 33%
pPAFAH FP inh: inhibitors of human plasma PAF acetylhydrolase (pPAFAH); inhibition, % at 3.39 µM; AID 463082; 330,000 compounds, 1.5% hits; recombinant pPAFAH, FP-rhodamine probe fluorescence polarization;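 active = inhibition above the mean inhibition across the screen plus 3 SD, cut at about 25% in these data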;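 note: inhibitors block binding of the rhodamine activity-based probe so polarization drops; 0% = enzyme with DMSO and 100% = wells lacking pPAFAH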
Target sequence (Q13093 whole entry, looked up): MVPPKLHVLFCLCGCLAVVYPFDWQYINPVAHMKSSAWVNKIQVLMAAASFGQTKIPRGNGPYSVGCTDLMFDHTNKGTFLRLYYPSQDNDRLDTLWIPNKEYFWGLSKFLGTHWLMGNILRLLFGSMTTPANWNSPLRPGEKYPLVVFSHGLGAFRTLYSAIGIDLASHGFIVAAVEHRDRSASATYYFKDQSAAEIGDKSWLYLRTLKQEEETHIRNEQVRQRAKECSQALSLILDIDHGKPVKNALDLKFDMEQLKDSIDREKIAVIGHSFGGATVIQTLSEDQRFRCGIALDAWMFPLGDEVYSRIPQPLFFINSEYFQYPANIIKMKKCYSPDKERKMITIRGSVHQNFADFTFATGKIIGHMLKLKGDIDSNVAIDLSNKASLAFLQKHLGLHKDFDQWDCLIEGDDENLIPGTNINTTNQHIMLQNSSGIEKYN
LYPLA1 inh: blocks human lysophospholipase 1, a PME1 counter-screen; 320,000 compounds, 0.16% hits; AID 2174; recombinant LYPLA1, FP-Rh probe fluorescence polarization; O75608; inhibition, % at 5.9 µM;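 active = inhibition above the mean of all tested compounds plus 3 SD, set per campaign, cut at about 14% in these data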;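 note: inhibitors block serine hydrolase probe labeling of LYPLA1 so polarization falls; 0% = enzyme with DMSO and 100% = wells lacking LYPLA1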
* = called active by the depositor; x = not tested or not shown.

SMILES	EBNA-1 inhibitor	PAFAH2 inh	PAFAH1B3 FP inh	PREPL inhibitor	PAFAH1B2 inh	LYPLA2 counter	ZTA counter	pPAFAH FP inh	LYPLA1 inh
Cc1ccccc1NC(=O)COC(=O)/C=C/c1cccc(C(F)(F)F)c1	5	6	8	-10	-1	2	1	-4	-1
COC(=O)c1ccc(NC(=O)Cc2ccc(C)cc2)cc1	5	-1	1	1	4	-2	4	-1	-4
COC(=O)Cc1ccc(NC(=S)N2CCCCC2C)cc1 (configuration not stated)	14	-4	10	3	1	4	2	1	1
COc1cc(Cl)c(NC2=CC(=O)C(=O)c3ccccc32)c(OC)c1	x	13	35*	23	15	22	7	6	7
CCc1ccc(-c2nc(SCC(=O)c3c(N)n(C)c(=O)n(C)c3=O)n[nH]2)cc1	x	1	-15	0	0	x	x	-4	x
COc1cc2cc(C(=O)N/N=C/c3ccccc3Cl)[nH]c2cc1OC	11	9	9	35	7	0	6	19	3
CC(/C=N/Nc1nc(C)cc(C)n1)=C\c1ccc(C(C)C)cc1	-12	2	-2	16	6	0	2	17	2
Cc1ccc(-c2cn(S(=O)(=O)c3cccc4nsnc34)nc2N)cc1	-11	8	7	4	3	2	-23	8	-2
COC(=O)c1cc(OC)c(OC)cc1N1C(=O)CCCC1=O	-12	-2	17	-4	-3	3	-14	5	1
Cc1cc(=O)n(CCCc2ccccc2)[nH]1	-7	-7	13	8	1	-3	-15	4	-3
COc1ccc(NC(=O)C2CCCCN2N)cc1OCC(C)C (configuration not stated)	6	4	8	-2	5	1	7	3	-3
COc1ccc(OC)c(NC(=O)CSc2nnc3ccc(-c4ccncc4)nn23)c1	2	3	1	24	3	12	-7	4	-6
O=C(CC(c1cccs1)S(=O)(=O)c1ccccc1)c1ccc(F)cc1 (configuration not stated)	-1	7	4	-13	4	3	-4	2	-8
O=C(Cn1cc([N+](=O)[O-])cn1)Nc1cccnc1	-6	-2	6	-1	2	10	-11	3	5
COc1cc(CCC(=O)OCC(=O)NCC2CCCCC2)cc(OC)c1OC	5	0	8	8	3	0	-9	3	0

The list goes on, overlapping the part above by 2 compounds.
SMILES	EBNA-1 inhibitor	PAFAH2 inh	PAFAH1B3 FP inh	PREPL inhibitor	PAFAH1B2 inh	LYPLA2 counter	ZTA counter	pPAFAH FP inh	LYPLA1 inh
O=C(Cn1cc([N+](=O)[O-])cn1)Nc1cccnc1	-6	-2	6	-1	2	10	-11	3	5
COc1cc(CCC(=O)OCC(=O)NCC2CCCCC2)cc(OC)c1OC	5	0	8	8	3	0	-9	3	0
COc1ccc(N2CCN(C(=O)CSc3nnc4ncccn34)CC2)cc1	2	-8	6	24	2	-3	2	0	3
O=C(Nc1ccccc1[N+](=O)[O-])C1(c2ccccc2)CCOCC1	-1	-7	2	3	6	3	18	-1	-5
Cc1cc(CNC(=O)COC(=O)Cn2[nH]c(=O)c3ccccc3c2=O)cc(C)c1O	-9	0	4	13	3	2	11	-5	1
Cc1ccc(OCC(=O)Nc2cc(-c3nn4c(C)nnc4s3)ccc2C)cc1	-2	0	7	6	7	1	-9	1	4
CCOc1ccc(S(=O)(=O)NC2CC2)cc1	-6	-7	2	2	0	6	18	5	0
O=C(CCN1CCC(c2ccccc2)C1)c1cccs1 (configuration not stated)	2	-3	1	5	-2	4	9	5	-2
COc1cc(-c2nc3n(n2)C(c2ccncc2)C2=C(CCCC2=O)N3)cc(OC)c1OC (configuration not stated)	11	0	10	7	7	-2	18	6	-1
CN(C)S(=O)(=O)c1ccc(C(=O)NCc2nnc(SCC(=O)c3ccccc3)o2)cc1	-8	1	1	3	3	-3	-7	0	-1
CCC(=O)Nc1cccc(NC(=O)c2ccc(C)cc2Cl)c1	1	-3	3	-7	1	1	6	2	-1
Cc1[nH]c2ccccc2c1CCN(Cc1cccs1)C(=S)NC(C)(C)C	4	3	-3	15	-2	3	-13	2	0
COc1ccc(CNC(=O)Cn2nc(C)n3cccc3c2=O)cc1	-2	3	1	-4	4	-3	-10	4	-2
CCOc1ccc(CCNC(=O)CCC(=O)N2CCSc3ccccc32)cc1OCC	-3	-1	6	0	4	-4	-4	2	3
COc1ccc(S(=O)(=O)N2CCCC(C(=O)Nc3ccc(OC)c(OC)c3)C2)cc1 (configuration not stated)	-1	-3	0	12	3	4	1	-6	3
CC(C)Cn1nc(NS(=O)(=O)c2ccccc2)c2cc3ccccc3nc21	2	6	-2	-10	4	0	-13	2	0
CN(CC1CCOCC1)C(=O)CC1C(=O)NCCN1CC1CCCCC1 (configuration not stated)	7	-1	5	8	2	-1	-8	1	-1

Retrieved by compound from the entries so far, 3 records:
SMILES	EBNA-1 inhibitor	PAFAH2 inh	PAFAH1B3 FP inh	PREPL inhibitor	PAFAH1B2 inh	LYPLA2 counter	ZTA counter	pPAFAH FP inh	LYPLA1 inh
Cc1ccc(OCC(=O)Nc2cc(-c3nn4c(C)nnc4s3)ccc2C)cc1	-2	0	7	6	7	1	-9	1	4
COc1ccc(CNC(=O)Cn2nc(C)n3cccc3c2=O)cc1	-2	3	1	-4	4	-3	-10	4	-2
O=C(Nc1ccccc1[N+](=O)[O-])C1(c2ccccc2)CCOCC1	-1	-7	2	3	6	3	18	-1	-5

Next structures follow.
SMILES	EBNA-1 inhibitor	PAFAH2 inh	PAFAH1B3 FP inh	PREPL inhibitor	PAFAH1B2 inh	LYPLA2 counter	ZTA counter	pPAFAH FP inh	LYPLA1 inh
Cn1c(=O)c2c(nc(SCCNS(=O)(=O)c3ccccc3)n2C)n(C)c1=O	11	9	1	-1	4	5	1	7	3
O=C(CSc1nnc(-c2cccc(S(=O)(=O)N3CCCC3)c2)n1-c1ccccc1)Nc1cccc(C(=O)O)c1	0	1	7	-8	1	2	6	-1	0
CCC1=NC(c2ccc(OC)cc2OC)N(O)C1(C)C (configuration not stated)	-5	-4	4	4	1	2	-2	-1	2
O=C(Nc1nc2cc3c(cc2s1)OCO3)c1cccc(N2C(=O)CCC2=O)c1	-5	-7	-7	5	-4	3	-11	5	1
O=C(Nc1ccc2c(c1)CCC2)C1COc2ccccc2O1 (configuration not stated)	-10	1	-2	-7	4	-2	-1	9	-4
O=C(CCCC(=O)OCC(Cl)=C(Cl)Cl)Nc1ccccc1	1	-6	3	21	-2	4	10	7	-1
CCCC(=O)c1cc(-c2nc3ccccc3n2C)n(C)c1	-5	4	13	9	3	3	14	-3	5
CCn1nnc(NC(=O)C(C)(c2ccccc2)c2ccccc2)n1	-11	-2	7	2	5	0	2	1	-2
Cc1c2cnn(CC(=O)N3CCOCC3)c(=O)c2c(C)n1Cc1ccccc1F	1	5	5	-4	3	3	6	0	1
COc1cc(OC)cc(C(=O)NC(=S)Nc2nnn(C)n2)c1	4	-6	-5	18	3	6	-12	4	-1
CCN(CCCNC(=O)C1CCN(S(=O)(=O)CC)CC1)c1cccc(C)c1	3	-4	6	13	5	3	0	-1	-3
COc1ccccc1CN1C(=O)CN(C2CCCC2)C(=O)C1c1ccc(F)cc1 (configuration not stated)	-11	2	9	15	0	1	-7	-2	-1
O=C(Nc1nnc(S(=O)(=O)N2CCN(c3ccc(F)cc3)CC2)s1)c1ccccc1	7	-8	-5	-5	9	0	6	5	0
Cc1ccc(OCC(=O)N2N=C(C(F)(F)F)CC2(O)C(C)(C)C)cc1C (configuration not stated)	-14	0	0	14	7	0	-14	-2	-3
Cc1cc(C)c(C)c(S(=O)(=O)NCCN2CCOCC2)c1C	10	11	3	-16	4	-1	8	0	-4

Just pPAFAH FP inh, for four of the compounds above:
| canonical_smiles | pPAFAH FP inh |
| --- | --- |
| CCN(CCCNC(=O)C1CCN(S(=O)(=O)CC)CC1)c1cccc(C)c1 | -1 |
| CCCC(=O)c1cc(-c2nc3ccccc3n2C)n(C)c1 | -3 |
| Cc1c2cnn(CC(=O)N3CCOCC3)c(=O)c2c(C)n1Cc1ccccc1F | 0 |
| O=C(Nc1nnc(S(=O)(=O)N2CCN(c3ccc(F)cc3)CC2)s1)c1ccccc1 | 5 |

New compounds follow.
SMILES	EBNA-1 inhibitor	PAFAH2 inh	PAFAH1B3 FP inh	PREPL inhibitor	PAFAH1B2 inh	LYPLA2 counter	ZTA counter	pPAFAH FP inh	LYPLA1 inh
CC1CCN(S(=O)(=O)CCNC(=O)c2ccccc2)CC1	2	4	2	-2	3	4	0	4	-1
CCOc1ccc(NC(=O)CN(C)C(=O)c2sc3ccccc3c2Cl)cc1OCC	-13	1	7	10	-1	-3	-4	6	-2
CCN(CC)C(=O)Cn1cc(SCC(=O)NC)c2ccccc21	-2	2	6	15	5	7	-15	-1	-2
CCCC(=O)Nc1ccc(NC(=O)c2ccco2)c(OC)c1	-5	-7	5	2	-10	5	-9	5	1
O=C(Nc1ccc(F)cc1)C1CCN(C(=O)c2ccc(F)cc2)CC1	x	1	5	8	-1	0	0	3	-1
COc1ccc(/C=C/C(=O)Nc2nc(C)c(C(=O)N(C)C)s2)cc1OC	-5	3	8	-1	1	6	-7	0	3
COc1cccc(N(CC(=O)Nc2cccc(N(C)S(C)(=O)=O)c2)S(C)(=O)=O)c1	-1	3	3	4	2	-2	13	4	-2
O=C(Nc1ccc2c(c1)OCO2)c1ccc(S(=O)(=O)N2CCCC2)cc1	-4	0	1	9	3	1	8	5	-4
O=C(Nc1ccn(Cc2c(F)c(F)cc(F)c2F)n1)c1cccc(Cn2cc([N+](=O)[O-])cn2)c1	-1	9	7	-18	1	4	-2	3	-3
Cc1c(NS(=O)(=O)c2cc(C(=O)NCc3cccnc3)cc(Cl)c2Cl)c(=O)n(-c2ccccc2)n1C	-8	-5	3	12	5	-6	-21	-9	-4
COC(=O)c1c(NC(=O)CS(=O)(=O)c2ccccc2)sc(C)c1C	0	5	0	-23	7	6	-8	3	1
CC(C)c1ccc(-c2nc3c([nH]2)c(=O)n(C)c(=O)n3C)cc1	4	0	5	-3	-1	4	11	3	2
CCNC(=O)C(=O)NCC(c1ccc2c(c1)OCO2)N1CCOCC1 (configuration not stated)	-7	-1	1	14	-3	3	-19	5	0
CCOC(=O)c1c(C)[nH]c(C(=O)COC(=O)/C=C/c2ccc3c(c2)OCO3)c1C	16	-2	4	0	2	3	10	4	-3
CC(=O)OCCn1c(C)[n+](CCOC(C)=O)c2cc(Cl)c(Cl)cc21	9	0	10	-7	2	-4	12	2	-1
COc1ccc(C(=O)NNC2=NCCCCC2)cc1	6	1	0	-4	2	-1	4	-1	0
CCC1(C)Cc2ccccc2-c2nc(SCC(N)=O)[nH]c(=O)c21 (configuration not stated)	9	-5	-7	8	14	7	-2	4	4

Sorted by the number under PREPL inhibitor (smallest number first): six of the compounds above.
| smiles | PREPL inhibitor |
| --- | --- |
| O=C(Nc1ccn(Cc2c(F)c(F)cc(F)c2F)n1)c1cccc(Cn2cc([N+](=O)[O-])cn2)c1 | -18 |
| CC1CCN(S(=O)(=O)CCNC(=O)c2ccccc2)CC1 | -2 |
| CCCC(=O)Nc1ccc(NC(=O)c2ccco2)c(OC)c1 | 2 |
| CCC1(C)Cc2ccccc2-c2nc(SCC(N)=O)[nH]c(=O)c21 (configuration not stated) | 8 |
| CCOc1ccc(NC(=O)CN(C)C(=O)c2sc3ccccc3c2Cl)cc1OCC | 10 |
| Cc1c(NS(=O)(=O)c2cc(C(=O)NCc3cccnc3)cc(Cl)c2Cl)c(=O)n(-c2ccccc2)n1C | 12 |

Bioassay records as filed in PubChem.

The list is partial; the hit share may differ from the screen's.
